All columns: NCI-60 one-dose screen, growth in % after 48 h at 10 µM unless noted; 100 = growth as untreated, 0 = no growth, -100 = all killed.
SNB-75 = SNB-75 CNS cancer; AID 1794750; 5% of 79,000 active
SNB-19 = SNB-19 CNS cancer cells. AID 1794751. 2.5% of 81,000 active
HCT-15 = HCT-15 colon cancer; 5.2% of 82,000 active; AID 1794746
HT29 = HT29 colon cancer | 7.4% of 81,000 active
SF-268 = SF-268 CNS cancer cells. 3.1% of 82,000 active. AID 1794759
KM12 = KM12 colon cancer cells; AID 1794800; 5% of 82,000 active
HCT-116 = HCT-116 colon cancer | 7.3% of 82,000 active
SW-620 = SW-620 colon cancer. 5.2% of 82,000 active
HCC-2998 = HCC-2998 colon cancer | 4.7% of 79,000 active
Numbers without * were called inactive; . = not tested or not shown; & = joins results of further samples. The calls were made as follows: active = growth percent below 10; inactive = the rest.

SMILES	SNB-75	SNB-19	HCT-15	HT29	SF-268	KM12	HCT-116	SW-620	HCC-2998
CCOCCC(CC)CC(C)C (stereo not drawn)	97	94	99	104	105	110	95	103	.
CC(=O)SC(C(=O)O)(c1ccccc1)c1ccccc1	81	100	98	104	110	107	106	104	108
CCN(CC)CCNc1ccc([N+](=O)[O-])c2sc3cc(Cl)ccc3c(=O)c12	1.5*	42	48	35	52	67	12	40	47
Cc1nc(N)nc2c1CCC(Nc1ccccc1)S2 (stereo not drawn)	98	111	100	104	95	110	97	102	104
CC(=O)CCn1c(=S)sc2ccccc21	76	104	105	103	101	107	104	103	86
S=C(NC1CCCCC1)NN1CCCCCC1	75	102	106	112	115	113	92	112	108
C=CCOC(=O)/C=C\c1ccccc1OC	94	111	106	96	101	103	98	105	110
O=S(=O)(NCCNc1nccc(-c2c(-c3cccc(O)c3)nc3occn23)n1)c1ccccc1	88	95	103	38	85	83	54	103	113
FC(F)(F)c1cc(Br)ccc1Br	93	105	122	106	114	109	96	112	111
Cc1cc(-c2ccco2)c(C#N)c(=O)n1C(=O)c1ccccc1	71	100	96	107	103	109	103	105	103
Nc1nc(Nc2ccc(F)cc2)c2c(n1)-c1ccoc1CC2	70	103	92	94	99	101	84	102	96
CC(=O)Nc1ncnc2c1ccn2-c1ccc(NC(=O)c2ccc(Cl)c(C(F)(F)F)c2)cc1	92	95	75	87	93	84	88	116	106
Cc1cc(C)nc(NS(=O)(=O)c2ccc(Nc3nc(C)c4c(=O)[nH]c(SCc5ccccc5)nc4n3)cc2)n1	79	91	104	111	103	94	95	101	116
Cc1ccc(-c2cc(C(=O)N3N=C(c4ccccc4)CC3c3cc(-c4ccccc4)nn3-c3ccccc3)c3ccccc3n2)cc1 (stereo not drawn)	80	97	87	103	77	96	77	104	101
CN(C)c1ccc2c(c1)Sc1cc(N(C)C)ccc1N2C(=O)c1ccccc1	88	90	91	.	79	92	95	94	99

Some of the entries so far, field by field.
Nc1nc(Nc2ccc(F)cc2)c2c(n1)-c1ccoc1CC2
- SNB-75 = 70
- SNB-19 = 103
- HCT-15 = 92
- HT29 = 94
- SF-268 = 99
- KM12 = 101
- HCT-116 = 84
- SW-620 = 102
- HCC-2998 = 96

CC(=O)Nc1ncnc2c1ccn2-c1ccc(NC(=O)c2ccc(Cl)c(C(F)(F)F)c2)cc1
- SNB-75 = 92
- SNB-19 = 95
- HCT-15 = 75
- HT29 = 87
- SF-268 = 93
- KM12 = 84
- HCT-116 = 88
- SW-620 = 116
- HCC-2998 = 106

Cc1cc(C)nc(NS(=O)(=O)c2ccc(Nc3nc(C)c4c(=O)[nH]c(SCc5ccccc5)nc4n3)cc2)n1
- SNB-75 = 79
- SNB-19 = 91
- HCT-15 = 104
- HT29 = 111
- SF-268 = 103
- KM12 = 94
- HCT-116 = 95
- SW-620 = 101
- HCC-2998 = 116

Some of the entries so far, in markdown:
| Structure | SNB-75 | SNB-19 | HCT-15 | HT29 | SF-268 | KM12 | HCT-116 | SW-620 | HCC-2998 |
| --- | --- | --- | --- | --- | --- | --- | --- | --- | --- |
| CCOCCC(CC)CC(C)C (stereo not drawn) | 97 | 94 | 99 | 104 | 105 | 110 | 95 | 103 | . |
| CC(=O)SC(C(=O)O)(c1ccccc1)c1ccccc1 | 81 | 100 | 98 | 104 | 110 | 107 | 106 | 104 | 108 |
| CCN(CC)CCNc1ccc([N+](=O)[O-])c2sc3cc(Cl)ccc3c(=O)c12 | 1.5* | 42 | 48 | 35 | 52 | 67 | 12 | 40 | 47 |
| Cc1nc(N)nc2c1CCC(Nc1ccccc1)S2 (stereo not drawn) | 98 | 111 | 100 | 104 | 95 | 110 | 97 | 102 | 104 |

(continued)
SMILES	SNB-75	SNB-19	HCT-15	HT29	SF-268	KM12	HCT-116	SW-620	HCC-2998
CC(O)COC(C)c1ccccc1 (stereo not drawn)	99	99	93	101	104	112	87	106	101
Cc1cc(C(=O)c2ccccc2)c(C)c2c1[nH]c1ccc(Cl)cc12	-10*	52	7.8*	5.3*	23	0.8*	5.1*	26	22
CN(C)N=Nc1ccccc1C(N)=O	85	106	98	103	100	107	101	109	112
CC(C)(C)c1cc(-c2nc3ccc(N4CCN(CCO)CC4)cc3[nH]2)cc(C(C)(C)C)c1O	67	74	-14*	4.5*	68	18	25	9.9*	13
c1ccc(N=Nc2ccc(C3=NCCO3)cc2)cc1	98	100	86	84	.	77	96	106	95
O=C(NCc1ccccc1)NC1(C(=O)N2CCC(c3nc4ccccc4[nH]3)CC2)CCCC1	79	99	103	94	97	100	95	110	99
Cn1cc(-c2nnc(N)nc2-c2cn(C)c3ccccc23)c2cc(F)ccc21	74	87	87	99	82	98	81	100	116
Cn1cc(/C=C2/C(=O)Nc3ccccc32)c2ccccc21	99	102	73	95	84	15	90	102	98
O=C(Cc1c(-c2cccc([N+](=O)[O-])c2)n(-c2ncnc3c2c(-c2ccccc2)c(-c2ccccc2)n3Cc2ccccc2)[nH]c1=O)c1ccc(Cl)c(Cl)c1	46	26	62	37	62	25	32	56	27
CS(=O)(=O)c1ccc(-c2nc3ccccc3n2CC(=O)N/N=C/c2ccccc2)cc1	96	107	100	88	97	107	81	103	99
CCC(C)C(C(=O)O)N1C(=O)/C(=C/c2ccc3c(c2)CCCN3C)SC1=S (stereo not drawn)	95	104	106	111	102	110	109	100	98
COc1cc(/C=C2\CN(S(=O)(=O)c3ccccc3)C/C(=C\c3cc(CN4CCOCC4)c(O)c(OC)c3)C2=O)cc(CN2CCOCC2)c1O	98	97	106	103	97	106	111	101	103
CCN(CC)C(=O)c1nn(C(C)=O)c2cc(F)c(F)cc12	83	100	101	91	102	101	83	98	101
CCOC(=O)c1[nH]c(C)c(Br)c1C	88	.	94	99	99	97	100	103	102
O=S(=O)(O)SCc1ccccc1CSS(=O)(=O)O	91	101	112	102	111	104	108	109	97
CC(=O)c1ccc2c(c1)[nH]c1ccccc12	105	92	120	96	105	100	90	104	96
Cc1ccc(-c2cn(CC(=O)Nc3ccc4c(ccn4Cc4ccccc4)c3)nn2)cc1	95	95	108	122	115	121	114	112	111
O=C(O)COc1cc([N+](=O)[O-])c(Cl)cc1Cl	84	101	109	98	104	106	93	107	84
CN1CCN(c2ccc(/C=N/NC(=O)c3cnc4n(c3=O)CCCCC4)cc2)CC1	87	95	97	107	99	105	103	101	105
O=c1[nH]c(N2CCc3ccccc3C2)nc2sc3c(c12)CCCC3	99	104	94	84	99	97	103	105	84
O=C1c2ccccc2C(=O)N1Cc1cc(Br)ccc1O	91	104	108	106	115	127	101	101	103
O=C(COc1ccccn1)Nc1cc(O)c2c(=O)cc(-c3ccccc3)oc2c1	.	91	95	107	104	99	92	106	109
COc1ccc(OC)c(NC(=O)CCCC(=O)CC(=O)c2cccnc2)c1	87	115	110	106	96	101	102	99	105
CCOC(=O)c1c(C)nc2[nH]n(-c3ccccc3)c(=O)c2c1-c1ccc(Cl)cc1Cl	79	96	100	120	90	99	90	99	102
CC1CCCc2c1nc1ncnc(N)c1c2-c1ccc(Cl)cc1 (stereo not drawn)	78	79	90	87	88	92	86	93	116
O=C(O)c1ccc(NCn2nc(-c3cc(-c4ccccc4)nc4ccccc34)n(-c3ccccc3)c2=S)cc1	84	103	107	107	94	101	93	104	109
O=c1c(-c2n[nH]c(=S)o2)cnc2nc[nH]n12	111	104	97	97	103	111	106	95	101
Cc1c(C)c2c(c(C)c1NC(=O)CCCCCCC(=O)NO)CCC(C)(CCCC(C)CCCC(C)CCCC(C)C)O2 (stereo not drawn)	97	91	91	59	95	62	46	97	91
C=C(C)[C@@H]1CC[C@]2(CN)CC[C@]3(C)[C@H](CC[C@@H]4[C@@]5(C)CCCNC(C)(C)[C@@H]5CC[C@]43C)[C@@H]12	-28*	-59*	-92*	-86*	23	-85*	-95*	-85*	-81*
CCCCC(=O)c1ccc(OC)cc1	101	104	91	107	107	104	101	101	116
Cc1ccc(N(N)C(N)=O)cc1	87	112	95	102	99	102	110	106	94
CCN1[C@@H]2CC[C@H]1/C(=C\c1ccc(Cl)cc1)C(=O)/C2=C/c1ccc(Cl)cc1	90	91	71	66	80	85	67	87	95
O=C(/C=C/c1ccccc1)c1cccc(N=Cc2c(O)ccc3ccccc23)c1	73	93	102	112	95	106	88	102	120
Nc1nn2c(-c3cc4ccccc4oc3=O)ccnc2c1N=Nc1ccc(Cl)cc1	150	76	108	132	107	110	96	136	124
CCN(CC)CCC(CNc1ccnc2cc(Cl)ccc12)c1ccc(OC)cc1 (stereo not drawn)	34&69	92&99	31&43	14&26	77&76	76&78	39&47	61&77	53&71
Nc1nn(C(=O)c2ccncc2)cc1-c1ccc(Cl)cc1	86	92	91	111	122	119	98	119	104
Cc1cc(C)cc(Oc2ccc(Nc3ncnc4onc(-c5ccccc5)c34)cc2)c1	98	106	102	88	102	101	91	102	112
CCCCNC(=O)NS(=O)(=O)c1ccc(N2N=C(c3ccc(C)cc3C)CC2c2ccccc2Cl)cc1 (stereo not drawn)	85	92	63	90	95	72	66	99	91
COc1cc(-c2csc(NC(=O)Nc3ccc(Cl)c(C(F)(F)F)c3)n2)cc(OC)c1OC	-7.0*	13	11	4.3*	21	9.3*	-20*	18	21
CCCCCCCCCCCCCCCC(=O)OC[C@H](CSC[C@H](NC(C)=O)C(=O)N[C@@H](CO)C(=O)OC)OC(=O)CCCCCCCCCCCCCCC	80	90	102	108	94	104	92	100	111
O=C(CCC(=O)N(CCO)CCO)N(CCO)CCO	94	108	95	99	108	100	96	106	110
COc1ccc(-c2ccnc3c2c(-c2ccc(Cl)cc2)nn3-c2ccccc2)cc1	90	97	101	101	98	107	99	100	105
CCC12C=C(c3ccccc3)C(C3C(=O)N(c4ccccc4)C(=O)C31)C1C(=O)N(c3ccccc3)C(=O)C12 (stereo not drawn)	69	91	87	72	86	86	76	94	106
COc1ccc(C/C(C)=C(\c2ccc(O)cc2)c2ccc(OCCCN(C)C)cc2)cc1	84	100	90	78	88	93	81	95	104
COc1cc2ncnc(Nc3cc(C)[nH]n3)c2cc1OC	48	85	99	102	110	110	111	108	106
N[C@@H](Cc1c[nH]c2ccccc12)C(=O)O	110	108	108	112	115	109	110	102	103
COc1ccc(-c2nocc2-c2ccccc2)cc1	87	96	79	98	92	85	97	95	95
C=C(C)[C@@H]1CC[C@]2(C(=O)OCCOCCOCC[P+](c3ccccc3)(c3ccccc3)c3ccccc3)CC[C@]3(C)[C@H](CC[C@@H]4[C@@]5(C)CC[C@H](OC(=O)C(Cl)Cl)C(C)(C)[C@@H]5CC[C@]43C)[C@@H]12	8.8*	18	11	5.7*	4.6*	-56*	-84*	5.9*	12
COc1ccc2c(c1)c(CC(=O)Nc1ccc(OC)c(C(N)=O)c1O)c(C)n2C(=O)c1ccc(Cl)cc1	87	108	93	99	84	97	84	103	97
O=C(CN1CCNCC1)N1CCOCC1	87	102	104	.	110	108	103	108	108
Nc1c[nH]ccc1=O	108	110	101	98	102	106	108	106	107
C=C(Cl)/C=N/C(=O)NC(O)C(=C)Cl (stereo not drawn)	97	103	100	100	99	106	101	109	93
O=C(NCc1ccccc1)C(=O)C(Cc1ccccc1)NC(=O)c1cc(O)c(O)c(O)c1 (stereo not drawn)	106	89	100	109	93	101	102	103	106
O=C(CSc1nc2sc3c(c2c(=O)n1-c1ccccc1)CCCCC3)N/N=C/c1ccc(F)cc1	-65*	47	49	26	8.0*	43	-26*	53	106
CSc1nn2c(=O)c3c4c(sc3nc2n1-c1ccc(Cl)cc1)CN(C)CC4	89	104	97	100	95	91	92	96	112
CCCCC(CCCCCC(CCCC)C1NC(C)Cc2cc(OC)c(OC)cc21)C1NC(C)Cc2cc(OC)c(OC)cc21 (stereo not drawn)	-100*	-70*	-95*	-86*	-89*	-95*	-97*	-81*	-97*
COc1cc(NC(=O)CSc2nc3ccc(C)cc3c(=O)n2-c2ccccc2)cc(OC)c1OC	57	88	81	109	86	75	87	88	97
CCCCCCNC(=O)Oc1ccc(/C(=C(\C)c2ccc(OC)cc2)c2ccc(OCCN(C)C)cc2)cc1	77	75	31	16	78	99	37	84	88
Nc1ncc(-c2ccc(C(=O)N3CCC(O)CC3)cc2)nc1-c1ccc(C(F)(F)F)cc1	100	.	109	123	96	100	106	124	117
COC(=O)c1ccc2oc(NC(=O)c3ccc(NC4CCCCC4)c([N+](=O)[O-])c3)nc2c1	72	102	102	105	100	102	104	95	99
Other results
SMILES	SNB-75	SNB-19	HCT-15	HT29	SF-268	KM12	HCT-116	SW-620	HCC-2998
CCOC(=O)C1=C(C)NC(=O)NC1c1ccc(OCc2cn(-c3ccc(S(N)(=O)=O)cc3)nn2)cc1 (stereo not drawn)	102	99	109	96	102	99	91	95	103
O=C(CC(=O)Nc1ccc(C(=O)O)cc1)Nc1ccc(C(=O)O)cc1	82	106	105	96	112	111	97	97	113
CCNC(=O)N1CCc2cc(OC)c(OCCc3ccc(OC)nc3)cc2C1c1ccc(OC)cc1C (stereo not drawn)	26	34	14	5.7*	33	21	14	16	43
CCCCCCCC1=NN(c2ccc(S(=O)(=O)O)cc2)C(=O)C1N=O (stereo not drawn)	91	114	99	.	108	102	107	103	108
Cc1nc2c3c(-c4ccccc4)c(-c4ccccc4)oc3ncn2n1	70	97	101	96	94	99	89	97	96
O=C1O/C(=C\c2ccccc2)c2c(Br)c(Br)c(Br)c(Br)c21	72	116	96	102	92	101	106	105	116
COc1ccc(-c2nn(-c3ccccc3)cc2C2CC(c3cc4ccccc4oc3=O)=NN2c2ccc(S(N)(=O)=O)cc2)cc1 (stereo not drawn)	.	89	100	116	92	101	92	93	107
COC(=O)[C@]1(CCSC)N[C@H](c2cn(-c3ccccc3)nc2-c2ccccc2)[C@@H]2C(=O)N(c3ccc(C)cc3)C(=O)[C@@H]21	89	107	96	100	102	96	89	109	92
O=C1CC2CC1C(C(=O)O)C2C(=O)O (stereo not drawn)	98	99	114	110	106	105	110	98	110
Cc1[nH]cc[n+]1CC1CCC2C(C1=O)c1ccccc1N2C (stereo not drawn)	111	94	105	114	108	103	102	100	106
